Source: PubChem BioAssay
TRPML3 ag: activates the human TRPML3 channel. Q8TDD5. HEK293 TRPML3-YFP, Fluo-8 calcium fluorescence; 100% = the carbachol control signal. activation, % at 3 µM. actives 0.29% (n = 220,000);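 active means activation above its plate's cutoff, the mean activation of the plate's test wells plus 3 SD, cut at about 12% in these data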;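 further: 0% = DMSO only wells and 100% = carbachol wells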
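system = HEK293 cells stably carrying human TRPML3-YFP | doses = one concentration, 3 µM nominal, 0.3% DMSO | timing = dye loading 1 h 37 °C then 30 min ambient, 125 s read | detection = Fluo-8 calcium dye fluorescence, ex 470-495, em 515-575 nm | benchmarks = high control carbachol 87 µM, low control DMSO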
zfTRPN1 agonist: activates the zebrafish TRPN1 channel; HEK293 zebrafish TRPN1-YFP, Fluo-8 calcium fluorescence; 100% = response to 87 µM carbachol; AID 1424; actives 0.18% (n = 220,000); activation, % at 3 µM;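 active means activation above its plate's cutoff, the mean activation of test wells on that plate plus 3 SD, cut at about 19% in these data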;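 further: 0% = DMSO alone and 100% = 87 µM carbachol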
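Control set: carbachol 87 µM as high control, DMSO as low control; system: HEK293 stable line with zebrafish TRPN1-YFP; read-out: % activation versus carbachol response; detection: intracellular calcium fluorescence with Fluo-8; doses: single test compound dose, 3 µM nominal, 0.3% DMSO; schedule: dye 1 h 37 °C plus 30 min RT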
CHOP inh: CHOP inhibition in unfolded protein response. CHO-K1 CHOP-promoter luciferase, tunicamycin-induced, 15-18 h. inhibition, % at 10 µM. actives 3.8% (n = 220,000). AID 2732;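 active means compounds that reduced the stress-induced luciferase reporter signal by more than about 70% of percent inhibition, limit read from the data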;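 further: 0% = tunicamycin plus vehicle and 100% = wells without tunicamycin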
Ba/F3 V617F tox: lowers viability of Ba/F3 cells expressing EpoR and JAK2V617F | ATP luminescence | inhibition, % at 5.6 µM | actives 1.1% (n = 220,000);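 active means inhibition above the campaign mean plus 3 SD over all tested compounds, cut at about 24% in these data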;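 further: cytokine-independent growth of Ba/F3 cells driven by EpoR plus mutant JAK2; 0% = DMSO-treated cells and 100% = JAK inhibitor I control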
PPC-1+TRAIL kill: PPC-1 cancer cell killing with TRAIL present. PPC-1 cells + TRAIL, ATPLite viability luminescence. cell killing (% activity), % at 4 µM. actives 0.41% (n = 220,000). AID 1443;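 active means cell killing above 50% in the first pass at 4 µM, then a duplicate retest at 5 µM averaging 50% or more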;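 further: plate controls were cells with TRAIL plus DMSO for no effect and medium-only wells lacking cells for full effect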
Wee1 degr inh: blocks degradation of human Wee1 kinase; actives 1.2% (n = 220,000); P30291; reporter increase, % at 5 µM; AID 1321; HeLa Luc-Wee1K328M stability, luciferase luminescence; 100% = proteasome inhibitor MG132 effect;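 active means activation above the mean of all tested compounds plus 3 SD, set per screening run, cut at about 8.8% in these data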;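 further: cells exposed to compound for 20 h before luminescence read; 0% = DMSO alone and 100% = MG132 at 30 µM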
Target sequence (P30291 whole entry K328M): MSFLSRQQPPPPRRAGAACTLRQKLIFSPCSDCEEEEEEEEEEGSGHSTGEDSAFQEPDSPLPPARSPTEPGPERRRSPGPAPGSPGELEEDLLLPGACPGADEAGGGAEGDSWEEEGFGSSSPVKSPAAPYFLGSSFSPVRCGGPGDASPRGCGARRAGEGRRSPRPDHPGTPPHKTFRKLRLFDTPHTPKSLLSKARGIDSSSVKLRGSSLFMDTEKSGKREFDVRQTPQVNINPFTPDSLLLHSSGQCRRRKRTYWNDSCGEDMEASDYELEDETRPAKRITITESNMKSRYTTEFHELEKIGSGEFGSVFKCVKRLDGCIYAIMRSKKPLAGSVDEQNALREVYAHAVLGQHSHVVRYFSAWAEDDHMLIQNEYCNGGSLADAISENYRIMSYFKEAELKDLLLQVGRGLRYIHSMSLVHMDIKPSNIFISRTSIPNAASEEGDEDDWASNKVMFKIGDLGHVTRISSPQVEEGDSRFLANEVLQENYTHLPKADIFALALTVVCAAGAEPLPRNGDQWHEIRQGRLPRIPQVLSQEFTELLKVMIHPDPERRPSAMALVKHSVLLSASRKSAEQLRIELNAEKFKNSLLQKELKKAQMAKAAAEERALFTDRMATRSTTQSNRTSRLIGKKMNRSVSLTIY
BaF3 tox: counter-screen for JAK2V617F inhibitors: parental Ba/F3 viability inhibitors. CellTiter-Glo ATP luminescence. inhibition, % at 5.6 µM. actives 1.1% (n = 220,000). AID 1486;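 active means inhibition above a per-campaign cutoff, the mean inhibition of all tested compounds plus 3 SD, cut at about 27% in these data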;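 further: 0% = DMSO wells and 100% = JAK Inhibitor I control wells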
RBBP9 inh: blocks human serine hydrolase RBBP9; recombinant RBBP9, FP-Rh probe fluorescence polarization; inhibition, % at 7.94 µM; actives 0.2% (n = 220,000);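 active means inhibition above the campaign mean of all tested compounds plus 3 SD, cut at about 14% in these data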;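 further: plate controls were DMSO wells with RBBP9 for no effect and wells lacking RBBP9 protein for full effect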
Target sequence (O75884 whole entry, looked up): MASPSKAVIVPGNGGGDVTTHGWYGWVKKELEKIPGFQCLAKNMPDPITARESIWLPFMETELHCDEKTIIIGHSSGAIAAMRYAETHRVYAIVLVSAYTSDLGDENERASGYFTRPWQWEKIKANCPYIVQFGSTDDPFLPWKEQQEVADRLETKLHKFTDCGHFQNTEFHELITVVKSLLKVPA
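Test system – recombinant human RBBP9 · Input – RBBP9 2.5 µM in dispensing solution, pre-mixing · Medium – Tris buffer pH 8.0, NaCl, Pluronic · Schedule – preincubation 30 min plus labeling 45 min at 25 °C · Measured by – fluorescence polarization · Measure – % inhibition · Controls – DMSO and no-protein wells · Replicates – one well per compound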
TNF death inh: blocks TNF-alpha induced death of Jurkat FADD-/- cells | Jurkat FADD-/- TNF necroptosis rescue, ATP luminescence, 24 h; 0 = TNF only, 100 = no-TNF cells | activation (protection from cell death), % at 10 µM | actives 0.068% (n = 220,000) | AID 463075;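 active means activation, meaning protection from cell death, of at least 50% relative to plate controls; inactive means activation below 50%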;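 further: necroptosis triggered by 40 ng/mL TNF-alpha added together with compound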
* = called active by the depositor; x = not tested or not shown.

SMILES | TRPML3 ag | zfTRPN1 agonist | CHOP inh | Ba/F3 V617F tox | PPC-1+TRAIL kill | Wee1 degr inh | BaF3 tox | RBBP9 inh | TNF death inh
COc1ccc(/C=C/C(=O)NCC(=O)N/N=C(/CCC(=O)O)c2ccccc2)cc1 | -0.1 | -1.6 | 7 | 0 | 1 | -2 | 0 | -5 | 0.8
Cc1nc(-c2cccc(S(=O)(=O)N3CCCC(C)C3)c2)cs1 (configuration not stated) | -0.6 | -0.8 | 7 | 2 | 12 | 0 | 7 | 5 | -0.9
O=C(O)CNc1ccc(S(=O)(=O)C(F)(F)F)cc1[N+](=O)[O-] | 0.5 | 1.1 | 2 | -2 | 3 | 0 | 3 | 8 | 2.2
CC(C)c1nnc(NC(=O)C2CCN(c3nc4ccccc4s3)CC2)s1 | 1.1 | 0.8 | 57 | 0 | 17 | 0 | 3 | -10 | 1.4
Cc1cccc(C)c1OCCSc1n[nH]c(N)n1 | 1.1 | -0.7 | -11 | 1 | -13 | 2 | 2 | -10 | -1.3
CCc1ccc(/C=C/C(=O)c2cc(Br)ccc(=O)c2O)cc1 | 0.2 | -0.8 | 63 | -3 | 9 | 0 | -2 | -8 | -8.5
Cc1cc(NC(=O)c2c(Br)c(C)nn2C)no1 | 0.7 | 0.5 | 9 | 1 | 1 | -1 | 5 | -3 | 1.1
Cc1ccc(/C=C2\SC(=S)N(CCCC(=O)NNC(=O)c3ccccc3O)C2=O)cc1 | 1.2 | 2.0 | 98* | 1 | -10 | -2 | -2 | -4 | 0.7
CCN=C1S/C(=C\c2ccc(N3CCOCC3)cc2C)C(=O)N1CC | 1.4 | -0.1 | 53 | -1 | -8 | 0 | 6 | -6 | -0.7
CCC(=O)Nc1ccc(/C(C)=N/NC(=O)c2c(Br)c(C)nn2C)cc1 | 0.5 | 0.8 | 21 | -4 | 19 | 0 | 3 | -10 | -0.9
CC(NC(=O)OC(C)(C)C)C(=O)NC(CCC(=O)OCc1ccccc1)C(N)=O (configuration not stated) | 0.2 | -0.3 | -3 | 0 | x | 2 | 5 | 1 | 0.2
COc1ccc(-c2noc(CSc3nc(N)c(-c4ccccc4)c(=O)[nH]3)n2)cc1OC | 0.3 | -0.8 | 3 | -2 | 15 | 0 | -2 | -6 | -2.5
O=C(COc1cc(Cl)c(Cl)cc1Cl)Nn1cnnc1 | -0.5 | 0.2 | 10 | 4 | 35 | 0 | 3 | -5 | -1.4
COc1ccccc1C1CC(c2ccco2)=NN1S(C)(=O)=O (configuration not stated) | 0.1 | -0.5 | 16 | -5 | 8 | -2 | -2 | 10 | 0.2
COc1ccc(CCNS(=O)(=O)c2ccc3c(c2)oc(=O)n3C)cc1OC | 0.2 | -0.3 | 20 | -3 | -11 | 1 | 2 | 2 | 1.1
Cn1c2ccccc2c(=O)n2c(=O)c3ccccc3cc12 | 0.4 | 1.0 | -8 | 2 | 4 | 1 | 1 | -8 | -1.8
Cc1ccc(NC(=O)COC(=O)CCC(=O)c2ccc(Cl)cc2)cc1S(=O)(=O)N(C)C | 0.5 | 0.3 | -15 | -4 | 0 | -3 | 5 | -3 | -1.4
CCCC(=O)c1ccc(N2CCN(C(=O)OCC)CC2)c(F)c1 | 0.2 | 3.3 | -32 | 2 | 4 | 0 | 5 | -3 | 1.2
Cc1nc2ccccc2n2c(O)c(CC(=O)O)cc12 | 1.2 | 0.0 | 30 | 3 | 0 | -1 | 4 | -6 | 0.9
Cc1nn(CCC#N)c(NC(=O)c2ccc(Cl)cc2)c1P(=O)(Nc1ccc([N+](=O)[O-])cc1)N1CCOCC1 (configuration not stated) | 0.6 | -0.8 | 14 | 0 | -4 | -1 | 2 | 1 | 1.1
NS(=O)(=O)c1ccc(NC(=O)C2C3C=CC(C3)C2C(=O)O)cc1 (configuration not stated) | 0.9 | 1.3 | 3 | -6 | 4 | -1 | 1 | -4 | 0.6
CCOc1ccc(NC(=O)CN2C(=O)C3CCCN3C2=O)cc1 (configuration not stated) | 0.3 | 0.9 | -18 | -2 | 4 | 0 | 0 | 0 | 1.0
O=C(Nc1ccc(Cl)cc1)[C@@H]1[C@@H]2C(=O)N(c3ccc4ccccc4c3)C(=O)[C@@H]2[C@H]2C=CC=NN21 | 0.4 | -0.7 | 23 | -2 | 20 | 0 | 3 | -8 | -0.3
COc1cccc(Cn2cccc(NC(=O)NC3CCCCC3)c2=O)c1 | -0.6 | 2.1 | 8 | 2 | 15 | -2 | 6 | -6 | 0.0
CC(=O)N1CCc2cc(C(=O)CN3CCN(c4ccccn4)CC3)ccc21 | 0.1 | 1.5 | 5 | 4 | 2 | -3 | 0 | -5 | 0.3

Some entries already given, reduced to zfTRPN1 agonist and PPC-1+TRAIL kill.
Molecule	zfTRPN1 agonist	PPC-1+TRAIL kill
Cc1nn(CCC#N)c(NC(=O)c2ccc(Cl)cc2)c1P(=O)(Nc1ccc([N+](=O)[O-])cc1)N1CCOCC1 (configuration not stated)	-0.8	-4
CCC(=O)Nc1ccc(/C(C)=N/NC(=O)c2c(Br)c(C)nn2C)cc1	0.8	19
COc1ccc(/C=C/C(=O)NCC(=O)N/N=C(/CCC(=O)O)c2ccccc2)cc1	-1.6	1

(next part)
SMILES | TRPML3 ag | zfTRPN1 agonist | CHOP inh | Ba/F3 V617F tox | PPC-1+TRAIL kill | Wee1 degr inh | BaF3 tox | RBBP9 inh | TNF death inh
Cc1ccc(CN2CCN(CCC(C)C)C(CCO)C2)s1 (configuration not stated) | 0.4 | -0.2 | 6 | 0 | 12 | 3 | 6 | 7 | 0.3
Cc1ccc(C(C(=O)NC2CCCC2)N(Cc2cccs2)C(=O)CNC(=O)c2cccs2)o1 (configuration not stated) | -0.9 | 0.8 | 16 | -1 | 7 | 1 | 3 | -6 | -5.0
C/C(=C\C(=O)c1ccc(Cl)s1)N(C)C | 1.0 | -0.1 | 7 | -1 | 16 | -2 | 7 | 0 | -0.2
CC(=O)/C(C(=N)N1CCN(Cc2ccccc2)CC1)=C(\C)O | 0.8 | 1.9 | 8 | -3 | 24 | 0 | 1 | -4 | 0.8
CC(=O)NC(=S)NNC(=O)c1ccc(Br)cc1 | 0.7 | -0.4 | 2 | 0 | 13 | -3 | 8 | 2 | -1.9
CCN(CC(=O)Nc1ccc(C(C)=O)cc1)CC(=O)Nc1cccc(OC)c1 | 1.0 | 1.7 | 15 | 0 | 5 | -1 | 8 | -5 | 2.7
CCOc1ccc(C(=O)OCC(=O)NCc2ccco2)cc1OCC | -0.4 | 1.0 | -3 | -2 | 15 | 1 | 2 | -3 | -3.7
CCOC(=O)c1cccc(NC(=O)Nc2ccc(OCC)cc2)c1 | 2.1 | 9.8 | 0 | 4 | 20 | -2 | 4 | -6 | -1.7
Cc1ccc(C2CC(c3ccccc3)n3ncnc3N2)cc1 (configuration not stated) | 0.8 | 2.8 | -5 | 3 | 1 | -1 | 1 | -7 | -0.8
Oc1[nH]c2ccccc2c1N=Nc1ccc(F)cc1 | 0.7 | -0.3 | 97* | 0 | 27 | -1 | 4 | -12 | 0.8
O=C(c1ccco1)N1CCN(C(=O)N2CCOCC2)CC1 | -0.1 | 0.8 | 24 | 3 | 23 | -2 | 5 | -4 | 0.4
CCOC(=O)c1cnc(SCC(=O)c2ccccc2)nc1N | -0.1 | 0.0 | -30 | 3 | 18 | 4 | -1 | -2 | -2.4
O=C(Nc1cccc(C(F)(F)F)c1)c1cnccn1 | 0.9 | 0.4 | -11 | 4 | 6 | -1 | 4 | -7 | 0.2
CCN(CC)C(=O)/C(=C\c1ccc(Br)cc1)NC(=O)c1ccccc1OC | 0.1 | 1.7 | 27 | 1 | 2 | 0 | 5 | -1 | -4.8
COc1ccc(NC(=O)Nc2cccc([N+](=O)[O-])c2)cc1Cl | 7.0 | 16 | 33 | 0 | 4 | 1 | 1 | -7 | 4.7
CC1(C)CCC(=O)N(c2ccccc2)C1=O | 0.8 | 0.5 | 17 | 1 | 8 | -1 | 4 | -10 | 0.9
CC(=O)Nc1nc(C)c(-c2csc(Nc3ccc(S(N)(=O)=O)cc3)n2)s1 | -0.2 | 0.8 | 19 | 0 | 0 | -2 | -2 | -5 | -15
CCCS(=O)(=O)N1CCN(C(=O)COc2ccccc2)CC1 | 0.7 | -0.7 | 5 | -2 | 5 | 1 | 5 | -6 | 0.4
O=C1c2ccccc2C(=O)N1CCCCn1c(=O)oc2ccccc21 | 2.0 | 1.0 | 8 | 0 | 2 | -4 | 1 | -10 | -2.2
COc1ccc(-c2csc(NC(=O)c3ccc(OCC(=O)N4CCOCC4)c(OC)c3)n2)cc1 | 2.7 | 3.4 | -8 | -1 | 20 | -1 | 4 | 1 | -0.3
COc1ccc(N(C)S(=O)(=O)c2ccc3c(c2)CCC(=O)N3)cc1 | 0.1 | 0.4 | 39 | 2 | 1 | -2 | 1 | -9 | -3.3
CN1CCN(C(=O)C2=C[C@@H](c3ccc(Br)cc3)C[C@@H](OCc3ccc(CO)cc3)O2)CC1 | 1.1 | 2.8 | 0 | 3 | -3 | 9.8* | -5 | 3 | 2.0
Cc1ccc(OCc2nnc(N)s2)cc1 | 0.2 | 0.8 | -10 | -1 | 1 | -4 | 1 | -8 | 0.6
COc1ccc2o/c(=N/NC(=O)c3cccs3)c(C(N)=O)cc2c1 | 2.8 | 4.9 | -33 | -3 | 24 | 3 | 2 | 2 | 0.0
CS(=O)(=O)N1CCc2cc(C(=O)O)ccc21 | 0.1 | -1.5 | 18 | -3 | 12 | 0 | 2 | -6 | -0.1
Carrying on.
SMILES | TRPML3 ag | zfTRPN1 agonist | CHOP inh | Ba/F3 V617F tox | PPC-1+TRAIL kill | Wee1 degr inh | BaF3 tox | RBBP9 inh | TNF death inh
Cc1ccccc1NCN1C(=O)C2C3C=CC(C3)C2C1=O (configuration not stated) | 0.9 | 1.6 | 11 | -3 | -11 | 2 | 4 | 2 | -1.3
O=C(NCc1ccc(N2CCCC2=O)cc1)c1cccc(Cl)c1 | 0.8 | 0.9 | 17 | 0 | 0 | 1 | 3 | -1 | 0.5
NC(=O)c1ccc(NC(=O)CN2CCN(c3ccc(Cl)cc3)CC2)cc1 | 0.4 | 1.6 | 6 | 2 | 23 | 2 | 1 | -4 | 6.1
CC(C)c1ccccc1NC(=S)N1CCN(Cc2ccc3c(c2)OCO3)CC1 | 0.9 | 1.5 | 10 | 6 | 36 | 4 | 16 | 5 | -1.9
Cn1c(C(=O)NCC2CCCO2)cc2c(=O)[nH]c3ccccc3c21 (configuration not stated) | 1.4 | 0.3 | 43 | -2 | 25 | 3 | 2 | -9 | 0.6
Cc1ccccc1-c1nnc(SCCC(=O)N2CCOCC2)o1 | 0.7 | 1.4 | -5 | -3 | 4 | -2 | 1 | -8 | -0.2
